Source: PubChem BioAssay
Rtt109 Vps75 = blocks Candida albicans Rtt109/Vps75 acetyltransferase activity | AID 540336 | Q5AAJ8 | inhibition, % at 34.9 µM | 0.16% of 330,000 active | purified Rtt109/Vps75, ThioGlo CoA-SH fluorescence, 4 h;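 active = inhibition of at least 50% in every replicate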
Target sequence (Q5AAJ8 whole entry, looked up): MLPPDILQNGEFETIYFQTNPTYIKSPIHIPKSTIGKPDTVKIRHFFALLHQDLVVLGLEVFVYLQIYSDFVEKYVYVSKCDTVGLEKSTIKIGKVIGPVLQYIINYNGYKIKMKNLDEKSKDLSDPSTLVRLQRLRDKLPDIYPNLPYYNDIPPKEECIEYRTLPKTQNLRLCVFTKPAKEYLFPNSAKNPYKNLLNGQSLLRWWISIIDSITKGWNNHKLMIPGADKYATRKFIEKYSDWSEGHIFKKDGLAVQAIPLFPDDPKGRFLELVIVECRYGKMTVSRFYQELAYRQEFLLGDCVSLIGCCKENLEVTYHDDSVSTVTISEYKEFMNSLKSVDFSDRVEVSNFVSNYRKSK
Keap1 Nrf2 FP = Keap1-Nrf2 (human) interaction inhibition; inhibition, % at 9.4 µM; 0.15% of 340,000 active; Q14145; Keap1 Kelch-Nrf2 peptide fluorescence polarization, 1536-well; in the data active = inhibition above about 12%;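 also: human Keap1 Kelch domain with fluorescein labeled Nrf2 9mer peptide probe; 0% = neutral control wells and 100% = peptide positive control; higher means more block of Keap1 binding to Nrf2 peptide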
RTF Ca sens act = cardiac RTF calcium sensitization; activation, % at 7.2 µM; P19429+P45379; AID 493008; IANBD-labeled TnC RTF fluorescence at EC20 calcium; 0% EC20 calcium, 100% full calcium; 0.24% of 340,000 active;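 active = activation above the mean over all tested compounds plus 3 SD, cut at about 30% in these data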;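 also: rise in fluorescence read as greater calcium sensitivity of cardiac thin filaments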
CAL PDZ FP-1 = CAL PDZ (human) peptide binding inhibition | 0.92% of 300,000 active | inhibition, % at 24.9 µM | Q9HD26 | AID 602252 | purified CAL PDZ, TMR-peptide fluorescence polarization, 1 h;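 active = mean inhibition of at least 30% with at least half of replicates also reaching 30%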;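 also: 0% = DMSO neutral control and 100% = excess unlabeled competitor peptide PRC23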
CAL PDZ FP-2 = blocks peptide binding to human CAL PDZ domain; Q9HD26; purified CAL PDZ, TMR-peptide fluorescence polarization, 1 h; inhibition, % at 20 µM; 0.02% of 330,000 active; AID 504414;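 active = highest replicate inhibition of at least 40%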;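 also: plate controls were DMSO neutral control wells for no effect and unlabeled competitor peptide control wells for full effect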
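Material: tagged CAL PDZ domain; buffer or medium: 25 mM sodium phosphate pH 7.4, 150 mM NaCl, TCEP, IgG, Thesit; compound dosing: single point, 20 µM; schedule: 1 h incubation at room temperature before polarization reading; measured by: FP readout, S and P plane fluorescence; read-out basis: percent inhibition from loss of millipolarization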
PKA-R2B activ = activates the human PKA-R2B holoenzyme complex | P22694+P31323 | PKA-R2B holoenzyme dissociation, Cy5-IP20 fluorescence polarization; R2B truncated from residue 108, S112A mutant; 0% DMSO only, 100% 113 µM cGMP | activation, % at 11.4 µM | 0.079% of 340,000 active;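 active = activation above a cutoff set at the mean over all compounds plus 3 SD, cut at about 18% in these data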;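 also: higher means more holoenzyme dissociation and a rise in polarization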
Target sequence (P31323 whole entry, looked up, other chains not shown, the tested form may be a part): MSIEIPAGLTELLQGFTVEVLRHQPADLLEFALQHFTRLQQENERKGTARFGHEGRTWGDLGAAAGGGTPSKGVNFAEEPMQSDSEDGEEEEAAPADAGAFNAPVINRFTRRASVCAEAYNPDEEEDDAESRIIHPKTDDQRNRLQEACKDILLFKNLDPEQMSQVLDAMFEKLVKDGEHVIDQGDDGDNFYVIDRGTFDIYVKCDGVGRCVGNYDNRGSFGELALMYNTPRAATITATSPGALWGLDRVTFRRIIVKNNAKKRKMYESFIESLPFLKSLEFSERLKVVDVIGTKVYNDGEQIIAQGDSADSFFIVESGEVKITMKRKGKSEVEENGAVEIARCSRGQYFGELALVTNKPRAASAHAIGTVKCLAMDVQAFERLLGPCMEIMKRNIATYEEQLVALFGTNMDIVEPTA
DAGLB inh = blocks human DAGLB lipase activity; HEK293T DAGLB membrane lysate, EnzChek fluorogenic substrate; inhibition, % at 5.17 µM; 0.059% of 340,000 active; Q8NCG7; in the data active = inhibition above about 34%;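 also: 0% = enzyme with vehicle and 100% = wells lacking enzyme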
RTF Ca sens inh = cardiac RTF calcium desensitization; IANBD-labeled cardiac RTF, Ca2+ fluorescence; P19429+P45379; 0.12% of 340,000 active; inhibition, % at 7.15 µM; AID 493244;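 active = inhibition above the mean inhibition of all tested compounds plus 3 SD, cut at about 17% in these data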;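 also: assay run at fixed EC70 calcium of 1.6 mM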
C-LANA FP = KSHV C-LANA DNA binding inhibition; inhibition, % at 9 µM; 0.078% of 340,000 active; AID 504423; MBP-C-LANA/FAM-LBS DNA binding, fluorescence polarization;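 active = highest replicate inhibition at or above 60% at 9 µM, even if other replicates fall short; inactive = all replicates below 60% inhibition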;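 also: 0% = neutral control wells and 100% = 4 µM acridine orange control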
SR-BI DiI-HDL act = enhances SR-BI lipid uptake from DiI-HDL. CHO ldlA[mSR-BI] cells, DiI-HDL uptake fluorescence, 3 h; 100 = double the neutral-control signal. activation, % at 12.5 µM. 0.096% of 320,000 active. AID 504775;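 active = mean replicate activation of at least 60% and every replicate at or above 60%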;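 also: 0% = median plate neutral-control signal and 100% = twice that signal; values of inactives mirror those of a sister screen read the other way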
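material = CHO ldlA[mSR-BI] cells | medium = Ham's F12 with 0.5% BSA, HEPES 25 mM, pH 7.4 | reagent = fluorescent DiI-HDL, 10 µg/mL final | compound dosing = single-point compound dose | incubation = 3 h, 37 °C | measured by = bottom-read fluorescence, 550/595 nm | measure = HDL uptake via cellular fluorescence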
* hit, by the source's call; . = not tested or not shown.

SMILES	RTF Ca sens act	RTF Ca sens inh	DAGLB inh	C-LANA FP	SR-BI DiI-HDL act	Keap1 Nrf2 FP	PKA-R2B activ	Rtt109 Vps75	CAL PDZ FP-2	CAL PDZ FP-1
CC(C)CNS(=O)(=O)c1ccc(CCC(=O)NC2CCCCC2)cc1	1	-3	-7	-2.6	16	6	0	-3	0.5	.
O=C(O)CC1COc2ccccc2N1C(=O)c1ccccc1Cl (stereo not drawn)	3	4	-1	-1.0	9	-1	-1	-6	-0.8	-1
O=C(c1cc2ccccc2o1)N1CCN(S(=O)(=O)c2ccc(F)c(F)c2F)CC1	-1	5	0	0.1	7	-2	5	3	1.1	.
Cc1ccc(N=Nc2ccc3ccccc3c2O)cc1	0	-2	14	-0.5	-65	-3	-3	4	-0.6	6
C(=C\c1ccccc1)/CSc1nnc(-c2ccncc2)n1Cc1ccco1	-5	-2	2	1.3	16	-11	-2	6	-0.4	-2
Cc1ccc(SCCN2CCN(C)CCC2=O)cc1	-11	-9	2	-1.2	19	2	-12	4	0.0	-2
CC(C)(C)NC(=O)CSc1nc(O)cc(=O)[nH]1	-1	-12	1	-0.9	45	-3	5	-5	-1.6	-1
CCOC(=O)C(NCc1ccc2c(c1)OCO2)(NC(=O)CC)C(F)(F)F (stereo not drawn)	10	-6	-1	0.1	22	1	-4	-5	-1.7	-1
CN(Cc1cccnc1)C(=O)c1cc(COc2ccc3c(c2)CCCC3)on1	1	1	1	-0.4	11	-1	2	1	-0.5	-4
COc1ccccc1NC(=O)C1=C(C)Nc2ncnn2C1c1ccccc1C (stereo not drawn)	1	4	1	-0.5	2	2	3	9	-4.1	-9
COc1ccc(S(=O)(=O)N2CCOCC2)cc1NC(=O)C1COc2ccccc2O1 (stereo not drawn)	-7	-4	-2	0.1	-20	-3	-7	23	-3.5	-4
CCC(=O)Nc1cc(-c2nn(C)c(=O)c3ccccc23)ccc1N1CCCCC1	-8	-8	2	0.2	-30	0	3	27	-0.7	-10
CC(NC(=O)Cn1cc([N+](=O)[O-])cn1)c1ccc(C(C)(C)C)cc1 (stereo not drawn)	-5	3	-4	-1.1	-8	-4	-20	7	-1.4	-2
COc1ccccc1C=NN=Cc1ccccc1OC	0	-8	-8	0.0	-16	-3	-8	-1	-0.5	-5
CN(CC(=O)Nc1cccc(F)c1)C(=O)c1cn(-c2ccccc2)nc1-c1ccccc1	-1	-4	-4	-0.6	.	3	-6	4	-1.3	1
CN(CC(=O)NC1CCCCC1)S(=O)(=O)c1cccc2cccnc12	6	-1	-2	-0.1	16	5	-5	9	-0.5	5
CCCCNC(=O)Nc1ccc2c(c1)N(C)C(=O)c1ccccc1S2	3	-2	-4	1.9	18	-1	1	2	-2.0	-3
O=C(O)c1cccc(S(=O)(=O)Nc2ccccc2Cl)c1	0	-2	2	0.5	11	1	-2	-5	-0.9	-1
COC(=O)[C@@]12CCCCN1[C@H](c1ccc(-c3ccc(C(C)=O)cc3)cc1)[C@@H]1C(=O)N(C)C(=O)[C@@H]12	-6	-10	-1	-1.6	-9	1	1	-7	-0.8	-5
COc1ccccc1OCCCCNC(C)(C)C	2	-5	3	-0.4	15	-6	-4	0	-2.8	-3
O=C(O)c1cccc(S(=O)(=O)Nc2cccc3ccccc23)c1	2	-2	1	0.5	.	2	8	-3	-1.0	-4
COC(=O)CCC(=O)N1CCc2cc(S(=O)(=O)N3CCN(c4ccccc4Cl)CC3)ccc21	-2	8	-3	-1.4	0	2	-5	-2	-1.0	-1
CCCn1c2ccccc2c2nnc(SCCN3CCOCC3)nc21	-9	-1	2	-4.1	1	2	-5	0	-1.5	-2
COc1ccccc1Nc1nc2ccc(C)cc2n2cnnc12	11	-13	-8	1.3	-29	-6	-4	.	-1.6	0
O=[N+]([O-])c1ccccc1SN(Cc1ccccc1)c1ccccn1	5	4	-5	0.3	-6	-4	-3	0	0.8	-4
CC(C)C1Nc2ccc(C(=O)NCc3ccco3)cc2NC1=O (stereo not drawn)	-3	-14	-1	-1.0	.	0	8	-22	-3.0	3
CC(C)CNC(=O)C1CCN(c2ccc(S(=O)(=O)N3CCOCC3)cc2Cl)CC1	-3	-3	-1	-1.5	-24	2	3	-2	-1.6	-3
COC(=O)[C@@H]1C[C@H]2CC[C@H](O)C[C@H]2N1Cc1ccc(C)s1	1	-13	1	-1.5	60*	0	-2	-2	1.3	-3
C=CCOc1cccc(/C=N/NC(=O)C(=O)NCc2ccco2)c1	2	4	-1	3.2	-22	-1	4	-7	.	17
CNC(=O)N1CCN(C(=O)NC)CC1	4	-7	-2	-0.4	4	-3	-5	-6	-0.7	-1
O=C(c1ccccc1)c1ccc(C(=O)N2CCN(c3ccc(F)cc3)CC2)o1	9	0	-3	0.2	-21	-4	-6	7	.	-4
Cc1ccccc1C(=O)NC(CC(C)C)C(=O)OCc1cc(=O)n2cc(Br)ccc2n1 (stereo not drawn)	-2	9	0	-1.2	7	-2	1	3	-1.9	-3
CC(C)Oc1cccc(C(=O)C2CCCN(C(=O)c3ccsc3)C2)c1 (stereo not drawn)	-1	-2	-2	-0.1	.	-3	-1	-8	-0.1	-1
Cn1c(=O)c2c(nc(NCc3cccnc3)n2Cc2ccccc2Cl)n(C)c1=O	1	-9	-1	-0.4	20	0	17	-1	-2.0	-2
CC(Sc1nc2ccccc2n1C)C(=O)Nc1ccc(N2CCOCC2)cc1 (stereo not drawn)	0	2	-2	-0.1	-9	-5	3	6	-0.9	.
Cc1cc(C(=O)CSc2n[nH]c(N)n2)c(C)n1-c1ccc2c(c1)OCO2	8	1	0	0.9	18	-3	-3	1	-1.2	-1
N#C/C(=C\C=C\c1ccccc1[N+](=O)[O-])c1nc(-c2ccc3c(c2)OCO3)cs1	1	-3	-1	0.6	4	-1	-6	3	-0.6	-5
COC(=O)c1ccc(C(=O)N2CCCC(Nc3ccc(F)c(F)c3)C2)cc1 (stereo not drawn)	2	0	1	0.2	7	-4	5	0	0.7	-4
O=C(CCC1CCCC1)NCCS(=O)(=O)N1CCN(c2ccccc2)CC1	-2	1	-6	1.3	-15	5	8	-8	-1.6	1
COCCNC(=O)C(=O)Nc1ccc(Br)cc1	9	-4	0	-0.4	1	-1	-4	4	1.1	0
COc1ccc(N2CCN(C(=O)c3cc4c(C)nc5ccccc5c4o3)CC2)cc1	-2	6	-4	0.8	53	-4	2	6	-2.3	-3
C=CCN1C(=O)/C(=C/c2ccc(OCC(=O)O)cc2)S/C1=N/c1nccs1	-4	-5	15	-1.2	1	-1	0	23	-3.2	-11
COCc1nnc(NC(=O)C2CC(=O)N(C3CCCCC3)C2)s1 (stereo not drawn)	1	-4	0	2.4	27	-6	-5	2	-1.3	-5
COCCNC(=O)c1ccc(CS(=O)(=O)c2cccc(C(F)(F)F)c2)o1	7	-5	0	1.6	-75	-2	3	-20	-0.6	0
NC(=O)C1CC(=O)N(c2ccc(OCc3ccccc3Cl)cc2)C1 (stereo not drawn)	-1	-8	1	-0.8	0	3	-11	-2	-1.1	-6
CC(C)CN(CC(C)C)C(=O)CS(=O)(=O)Cc1ccccc1	5	6	0	-0.4	-1	-1	-13	3	0.1	-3
O=C(OCC(=O)N1CCc2ccccc21)C1CCCN1S(=O)(=O)c1ccc(Cl)cc1 (stereo not drawn)	-1	-7	-1	0.3	-7	-4	-3	-1	-0.5	.
O=C(Nc1cccc(Br)c1)c1cc(=O)c2ccccc2o1	-6	-9	1	0.0	2	0	-3	8	-0.9	6
CCN1CCN(S(=O)(=O)c2ccc(C(=O)Nc3sc4c(c3C(N)=O)CCN(CC)C4)cc2)CC1	2	-8	-2	1.1	4	-9	1	17	-1.4	0
Cc1ccc(NC(=O)CN2C(=O)COc3ccc(S(=O)(=O)N4CCCC4)cc32)c(C)c1	9	-3	-1	0.5	-9	1	-1	-10	-0.1	-7
COc1ccc(S(=O)(=O)N2CCC(C(=O)N3CCCC3)CC2)cc1	-3	-5	-2	0.3	15	-4	-12	-1	0.0	-1
NC(=O)c1ccc(Oc2ccc(Cl)cc2)c([N+](=O)[O-])c1	2	-3	2	-1.5	4	3	4	15	0.2	-3
O=C(CCNC(=O)c1ccc(Cl)cc1)Nc1c(F)c(F)cc(F)c1F	2	9	0	0.5	38	-3	-11	-11	-2.2	-3
Cc1occc1-c1n[nH]c(=S)n1-c1ccccc1	5	-6	1	0.3	-1	-4	-4	6	-0.3	0
O=C(CSCc1ccccc1)Nc1ccc(F)c(F)c1	2	4	-4	0.9	1	-2	-5	3	-1.0	-3
COC(=O)C(C#N)C(=C1C(=O)CC(C)(C)CC1=O)c1ccc(O)cc1 (stereo not drawn)	3	0	-1	2.5	11	-5	-4	-6	-0.3	-2
COC(=O)c1ccccc1S(=O)(=O)N1CCC(c2nc3ccccc3o2)CC1	-2	-4	-2	-0.8	11	-3	-11	0	-0.8	.
CC1Cc2nc(SCC(=O)c3ccccc3)n(Cc3ccccc3)c(=O)c2S1 (stereo not drawn)	0	-6	-7	1.4	-13	-9	-2	-9	-0.7	.
CCc1cccc(CC)c1NC(=O)CSc1nnc(C2CC2)n1C	-4	3	-1	-1.6	7	-6	-3	1	-2.0	-1
C=CCNC(=S)NNC(=O)c1ccc(OCCC)cc1	10	-9	-1	-1.4	-19	-7	-6	-1	0.5	-9

(listing goes on)
SMILES	RTF Ca sens act	RTF Ca sens inh	DAGLB inh	C-LANA FP	SR-BI DiI-HDL act	Keap1 Nrf2 FP	PKA-R2B activ	Rtt109 Vps75	CAL PDZ FP-2	CAL PDZ FP-1
CC(C)CC(CO)N1CCN(C(=O)c2ccc(C(C)(C)C)cc2)CCC1=O (stereo not drawn)	9	-5	0	-0.3	28	0	13	7	-1.3	-2
O=C(COC(=O)c1ccc(S(=O)(=O)N2CCOCC2)cc1)NC1CCCC1	-7	-12	-2	0.0	1	-1	-5	-7	0.6	-4
N#C/C(=C(/O)c1ccc2c(c1)OCO2)c1nc2cc(C(F)(F)F)ccc2s1	-3	-4	5	-0.4	12	-1	1	-3	-1.0	43*
O=C(CN1CCN(C(c2ccccc2)c2ccccc2)CC1)N1N=CCC1c1ccccc1 (stereo not drawn)	0	-3	-4	-1.2	12	3	-16	6	-0.4	-5

3 entries already listed, sorted by the value under PKA-R2B activ, rising.
mol | DAGLB inh | C-LANA FP | SR-BI DiI-HDL act | Keap1 Nrf2 FP | PKA-R2B activ | Rtt109 Vps75 | CAL PDZ FP-2 | CAL PDZ FP-1
O=C(COC(=O)c1ccc(S(=O)(=O)N2CCOCC2)cc1)NC1CCCC1 | -2 | 0.0 | 1 | -1 | -5 | -7 | 0.6 | -4
N#C/C(=C(/O)c1ccc2c(c1)OCO2)c1nc2cc(C(F)(F)F)ccc2s1 | 5 | -0.4 | 12 | -1 | 1 | -3 | -1.0 | 43*
CC(C)CC(CO)N1CCN(C(=O)c2ccc(C(C)(C)C)cc2)CCC1=O (stereo not drawn) | 0 | -0.3 | 28 | 0 | 13 | 7 | -1.3 | -2
